Assay outcomes as filed in PubChem.
pPAFAH FP inh – pPAFAH enzyme inhibitors, primary screen, biochemical, fluorescence polarization, human. Platelet-activating factor acetylhydrolase (Homo sapiens), Q13093. recombinant pPAFAH, FP-rhodamine probe fluorescence polarization. inhibition, % at 3.39 µM. 330,000 compounds, 1.5% hits. AID 463082, 2010;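 active = inhibition above the mean inhibition across the screen plus 3 SD, cut at about 25% in these data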;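 also: inhibitors block binding of the rhodamine activity-based probe so polarization drops; 0% = enzyme with DMSO and 100% = wells lacking pPAFAH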
GSTO1 inh – inhibitors of recombinant GSTO1, primary screen, counter-screen for RBBP9 inhibitor project, biochemical, fluorescence polarization. activity-based probe fluorescence polarization. inhibition, % at 5.96 µM. 300,000 compounds, 1.1% hits. AID 1974, 2009;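 active = inhibition above the campaign mean inhibition plus 3 SD, cut at about 35% in these data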;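 also: 0% = GSTO1-1 with DMSO and 100% = wells lacking GSTO1-1 enzyme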
Target sequence (P78417 whole entry, looked up): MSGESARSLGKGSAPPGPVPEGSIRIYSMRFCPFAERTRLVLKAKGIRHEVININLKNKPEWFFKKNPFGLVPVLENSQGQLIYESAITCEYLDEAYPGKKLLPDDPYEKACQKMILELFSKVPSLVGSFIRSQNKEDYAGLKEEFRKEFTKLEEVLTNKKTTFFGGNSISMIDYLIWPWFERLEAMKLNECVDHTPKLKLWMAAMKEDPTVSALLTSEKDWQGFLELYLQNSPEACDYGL
PAD4 FP inh – human PAD4 inhibitors, primary screen, biochemical, fluorescence polarization, 1536-well format. Protein-arginine deiminase type-4 (Homo sapiens), Q9UM07. recombinant PAD4, RCA probe fluorescence polarization. inhibition, % at 6.36 µM. 330,000 compounds, 0.41% hits;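 active = percent inhibition above a cutoff equal to the mean of all tested compounds plus 3 SD, cut at about 15% in these data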;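 also: 0% = PAD4 with RCA probe and DMSO and 100% = probe without PAD4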
PME-1 primary – PME-1 inhibitors via competitive probe labeling, primary screen, biochemical, fluorescence polarization, FP-Rh probe, HTS; recombinant PME-1; inhibition, % at 5.9 µM; 320,000 compounds, 0.53% hits; AID 2130, 2009;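 active = inhibition above the campaign mean of all compounds plus 3 SD, cut at about 26% in these data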;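 also: competitive labeling of PME-1 active site by serine hydrolase directed probe; 0% = PME-1 with DMSO and 100% = wells lacking PME-1 enzyme; inhibitors block probe labeling so polarization falls and inhibition rises; many of its hits are not listed in these tables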
LYPLA2 inh – LYPLA2 inhibitors, primary screen, counter-screen for PME1 inhibitor project, biochemical, fluorescence polarization, FP-Rh probe ABPP | inhibition, % at 5.9 µM | recombinant LYPLA2 | AID 2177, 2009 | 320,000 compounds, 0.38% hits | Acyl-protein thioesterase 2 (Homo sapiens), O95372;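 active = inhibition above the screen-wide mean plus 3 SD, limit set per campaign, cut at about 26% in these data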;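 also: 0% = LYPLA2 with DMSO and 100% = wells lacking LYPLA2 enzyme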
Target sequence (O95372 whole entry, looked up): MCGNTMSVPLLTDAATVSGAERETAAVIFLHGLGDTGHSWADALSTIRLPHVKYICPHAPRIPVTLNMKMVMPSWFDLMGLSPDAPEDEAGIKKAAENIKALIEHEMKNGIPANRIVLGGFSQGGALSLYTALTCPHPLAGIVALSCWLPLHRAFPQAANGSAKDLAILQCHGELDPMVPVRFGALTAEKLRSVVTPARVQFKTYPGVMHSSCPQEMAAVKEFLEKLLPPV
PAFAH1B2 inh – PAFAH1B2 enzyme inhibitors, primary screen, biochemical, fluorescence polarization, human; Platelet-activating factor acetylhydrolase IB subunit alpha2 (Homo sapiens), P68402; recombinant PAFAH1B2, FP-rhodamine activity probe; inhibition, % at 3.39 µM; 340,000 compounds, 1.2% hits; AID 492953, 2010;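 active = inhibition above the mean of all tested compounds plus 3 SD, cut at about 24% in these data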;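 also: 0% = enzyme with DMSO and 100% = wells lacking PAFAH1B2; many of its hits are not listed in these tables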
Target sequence (P68402 whole entry, looked up): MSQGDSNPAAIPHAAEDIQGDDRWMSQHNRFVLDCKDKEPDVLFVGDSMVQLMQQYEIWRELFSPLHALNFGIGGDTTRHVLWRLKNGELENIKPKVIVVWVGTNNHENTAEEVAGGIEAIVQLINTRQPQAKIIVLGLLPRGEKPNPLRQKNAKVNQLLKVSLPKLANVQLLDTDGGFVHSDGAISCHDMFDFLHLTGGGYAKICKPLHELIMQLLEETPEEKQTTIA
PAFAH1B3 FP inh – PAFAH1B3 enzyme inhibitors, primary screen, biochemical, fluorescence polarization, human. AID 492972, 2010. inhibition, % at 3.39 µM. recombinant PAFAH1B3, FP-rhodamine probe. 340,000 compounds, 0.28% hits. Platelet-activating factor acetylhydrolase IB subunit alpha1 (Homo sapiens), Q15102;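 active = inhibition above the screen-wide average of all tested compounds plus 3 SD, cut at about 25% in these data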;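 also: 0% = enzyme with DMSO only and 100% = wells lacking PAFAH1B3 protein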
Target sequence (Q15102 whole entry, looked up): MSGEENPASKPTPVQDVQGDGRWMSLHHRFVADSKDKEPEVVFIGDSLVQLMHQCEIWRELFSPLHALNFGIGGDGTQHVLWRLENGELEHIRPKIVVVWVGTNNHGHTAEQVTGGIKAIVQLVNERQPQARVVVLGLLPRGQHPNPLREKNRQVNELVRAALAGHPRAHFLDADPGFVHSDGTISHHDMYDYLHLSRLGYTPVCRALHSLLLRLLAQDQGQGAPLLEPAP
LYPLA1 inh – LYPLA1 inhibitors, primary screen, counter-screen for PME1 inhibitor project, biochemical, fluorescence polarization, FP-Rh probe ABPP; Acyl-protein thioesterase 1 (Homo sapiens), O75608; AID 2174, 2009; 320,000 compounds, 0.16% hits; recombinant LYPLA1; inhibition, % at 5.9 µM;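 active = inhibition above the mean of all tested compounds plus 3 SD, set per campaign, cut at about 14% in these data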;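 also: inhibitors block serine hydrolase probe labeling of LYPLA1 so polarization falls; 0% = enzyme with DMSO and 100% = wells lacking LYPLA1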
PREPL inhibitor – PREPL enzyme inhibitors, primary screen, biochemical, fluorescence polarization; Prolyl endopeptidase-like (Homo sapiens), Q4J6C6; recombinant PREPL, fluorescence polarization activity-based probe; inhibition, % at 5.96 µM; 320,000 compounds, 0.68% hits; AID 2751, 2010; in the data active = inhibition above about 43%;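 also: 0% = enzyme with DMSO and 100% = wells lacking enzyme; many of its hits are not listed in these tables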
The depositor's hits bear a star; . = not tested or not shown. Only part of the results is shown, so the mix of outcomes need not match the whole.

SMILES	pPAFAH FP inh	GSTO1 inh	PAD4 FP inh	PME-1 primary	LYPLA2 inh	PAFAH1B2 inh	PAFAH1B3 FP inh	LYPLA1 inh	PREPL inhibitor
CC(=O)n1c2ccccc2c2ccccc21	5	-4	-5	-1	6	-2	8	-1	-1
Cc1ccnc(NS(=O)(=O)c2ccc(NC(=O)c3ccc(C)o3)cc2)n1	-1	4	3	1	1	4	9	3	6
CC(=O)N1CCc2c(sc(NC(=O)C3CCCN3S(=O)(=O)c3cccs3)c2C#N)C1 (stereo unspecified)	2	7	-3	4	10	-3	2	2	4
Cc1nn(C)cc1C1Nc2ccccc2C(=O)N1O (stereo unspecified)	4	8	-1	-2	-4	4	1	-2	-3
O=C(O)CC(c1cccc2ccccc12)N1Cc2ccccc2C1=O (stereo unspecified)	3	-1	0	2	0	11	7	6	0
CC1CN(c2ccc([N+](=O)[O-])cc2C(=O)N2CCOCC2)CC(C)N1 (stereo unspecified)	4	2	1	-18	2	-1	8	0	4
COc1ccc(N(C)S(=O)(=O)c2ccc3c(c2)CCN3C(=O)C2CC2)c(OC)c1	1	0	-2	6	6	10	7	1	1
Cc1cnc(NC(=O)COc2ccccc2)s1	0	-1	-2	-3	-3	2	4	1	-6
COC(=O)COc1ccc(NC(=O)Cn2nc(-c3ccccc3)c3ccccc3c2=O)cc1	5	-5	-2	-2	4	-2	15	-1	-2
Cc1cccc(NC(=O)CN2CCN(CC(=O)NCc3ccc(Cl)cc3Cl)CC2)c1C	3	.	1	5	10	4	0	0	5
COc1ccccc1NC(=O)COC(=O)c1ccc(N2CCCC2=O)cc1	-3	.	-2	-4	4	1	3	4	26
CN1CCC(=O)N([C@H](CO)c2ccccc2)CC1	3	-1	-1	3	0	-7	7	0	4
O=C(CCc1nnc2ccc(NCc3ccco3)nn12)Nc1ccc(F)cc1	9	4	0	3	1	4	6	-2	6
Cc1ccc(Nc2nc(=O)c3cccnc3s2)cc1	1	3	-3	-1	2	2	-1	1	7
CCC(c1nnc(SCC(=O)Nc2cc(S(C)(=O)=O)ccc2Cl)n1Cc1ccccc1)N(C)C (stereo unspecified)	-4	5	2	-2	-2	1	5	-2	-5
COc1cc(C2=CCN(C(C)=O)CC2)ccc1OC(C)=O	0	4	1	6	6	4	11	2	6
O=C(O)c1ccccc1N/N=C/c1cc(Br)cc(Br)c1O	41*	23	-4	49*	12	12	10	29*	19
COc1ccc(CN2CCN(Cc3cccc(Oc4ccccc4)c3)CC2)c(OC)c1OC	9	-1	2	0	26*	7	6	21*	6
CC(C)C(C)NC(=O)COC(=O)/C=C/c1ccc(S(=O)(=O)N2CCc3ccccc32)cc1 (stereo unspecified)	6	-7	5	2	0	6	0	2	-3
Cc1ccc(CN(C)CC(=O)Nc2ccc3c(c2)CCC3)cc1	4	2	-2	3	-3	7	4	-3	-17
COc1ccc(NC(=O)N(C)C[C@H]2Oc3ccc(NC(=O)C4CC4)cc3CC(=O)N([C@@H](C)CO)C[C@@H]2C)cc1	3	.	-3	.	.	2	7	.	11
Cc1cccc(N2CCN(C(=O)NC3CCCCC3)CC2)c1C	6	-4	1	4	4	2	1	4	9
CCOC1CCCCC1NS(=O)(=O)c1ccc(Cl)cc1 (stereo unspecified)	-3	6	5	-1	3	0	6	-1	0
O=C(NCc1ccc2c(c1)OCO2)Nc1ccc(F)cc1	2	9	0	-1	-6	5	12	-3	3
Cc1nc2ccccc2c(=O)n1/N=C/c1ccc(O)cc1	-5	-2	-8	-2	5	1	3	2	-3
COc1cc(C(=S)N2CCCC2)cc(OC)c1OS(=O)(=O)c1ccc(NC(C)=O)cc1	3	6	-1	2	6	-4	3	5	4
COCC(=O)Nc1nc2ccccc2s1	0	2	0	0	7	3	2	-1	8
COCCn1c(SCC(=O)NNC(=O)c2ccccc2)nc2ccccc2c1=O	3	2	-4	1	2	-1	-4	-3	-4
CCOc1cc(N2CCOCC2)c(OCC)cc1NC(=O)c1c(-c2ccccc2)noc1C	3	.	2	-1	3	2	5	4	17
CC(=O)Nc1sc(N/N=C\c2ccc(O)cc2)nc1-c1cccs1	17	16	-3	1	0	7	3	-2	7
CCN(CC(=O)Nc1ccc(NC(C)=O)cc1)C(=O)c1oc2c(ccc3ccccc32)c1C	-1	.	-6	-13	-14	0	3	-14	8
CS(=O)(=O)NCc1nnc(SCc2ccc(C(F)(F)F)cc2)o1	9	8	-1	2	2	4	-3	3	-9
Cc1cc(C(=O)COC(=O)c2ccc(O)cc2O)c(C)n1C(C)C	-2	.	-7	-7	-7	3	-2	-3	8
CC(=O)Nc1ccc(Sc2ncccc2C(=O)Nc2ccc(F)cc2)cn1	3	-3	0	-8	9	7	9	2	12
CCC(=O)N1C(C(=O)NCc2ccc(OC)cc2)CSC1c1ccc(OC)cc1 (stereo unspecified)	-8	1	9	-6	0	5	6	0	-19
Cc1nn2c(NCc3ccccn3)c3c(nc2c1-c1ccccc1)CCC3	6	21	1	4	4	.	.	0	9
CCC(C)N(C(=O)Cn1nnc2ccccc21)C(C(=O)Nc1ccc(F)cc1)c1cccc(OC)c1 (stereo unspecified)	3	4	-2	-3	1	2	4	-3	-4
Cc1cccc(OCCSc2nncn2C)c1	4	-9	-3	7	3	0	2	0	2
O=C(O)Cc1csc(-c2cccc(F)c2)n1	4	0	-2	-1	2	5	12	-2	-6
CC(C)n1c(C(O)c2ccc3c(c2)OCO3)nc2ccccc21 (stereo unspecified)	2	7	0	4	-1	1	8	-4	-13
O=C(c1ccccc1)N1CCN(C2CC(=O)N(CCc3ccccc3)C2=O)CC1 (stereo unspecified)	-3	2	-6	-5	6	-5	-10	4	15
COc1ccccc1Nc1ccc(NC(=O)c2cccc([N+](=O)[O-])c2C)cc1	19	-4	-3	15	5	8	16	-7	26
CS/C(=C\[N+](=O)[O-])Nc1ccc(OC(F)(F)F)cc1	2	9	-1	-2	-2	2	5	-3	-8
CCOC(=O)COc1ccc(S(=O)(=O)NCc2ccncc2)cc1	0	3	3	1	-1	2	6	-5	3
FC(F)(F)c1ccccc1NC(=S)N1CCN(c2ccccn2)CC1	5	12	-8	-3	1	3	2	-5	12
O=C(Nc1ccc(N2CCOCC2)cc1)c1cn2ccccc2n1	0	2	-3	-2	-3	2	0	0	-8
CC1CC(=O)C2=C(C1)OC(N)=C(C#N)C2c1coc2ccccc2c1=O (stereo unspecified)	0	9	-3	-1	-5	2	1	-6	5
O=C(COC(=O)c1cncc(Br)c1)NCc1ccccc1Cl	2	3	-2	8	22	2	7	-2	16
COc1cccc(-n2nnc3c(=O)n(CC(=O)NCC4CCCO4)cnc32)c1 (stereo unspecified)	-1	2	-1	-5	3	0	7	-1	3
CCOC(=O)c1cnc2c(c(C)nn2CC)c1NC1CC1	1	-5	-4	-5	0	4	-2	-1	3
CC(C)N(C)CCOC(=O)c1ccccc1Br	1	-2	-4	-10	-1	4	8	0	-2
O=C(Nc1ccc(O)cc1)c1cc2n(n1)C(C(F)(F)F)CC(c1ccco1)N2 (stereo unspecified)	8	-1	-5	-1	4	-4	-4	-3	12
COc1cc(/C=N/NC(=O)c2cccc3ccccc23)ccc1OCC(N)=O	8	5	-1	-3	2	2	-3	2	0
CCOC(=O)N1CCN(C(=O)CCc2ccccc2)CC1	-2	9	2	-5	2	3	5	0	12
CC(C)C1N(C(=O)CN2CCCCC2)CCN1S(=O)(=O)c1ccccc1 (stereo unspecified)	7	2	-1	-2	1	10	4	0	1
Cc1noc(C)c1COc1cccc(C(=O)Nc2ccc(OCc3ccccc3)cc2)c1	-1	2	1	-12	-19	-3	-1	-14	15
COc1ccc(NC(C)=O)cc1NC(=O)c1cccc(S(=O)(=O)N2CCN(Cc3ccccc3)CC2)c1	1	-7	2	3	-3	-3	-2	1	5
NS(=O)(=O)c1ccc(Sc2nc3ccccc3s2)c([N+](=O)[O-])c1	9	-1	4	-6	3	2	0	0	8
COc1ccccc1NC(=O)CN1CCN(CC(=O)Nc2ccc(F)cc2)CC1	-3	5	4	2	8	0	1	3	9
COc1ccc(/C=C(\C)C(=O)c2c(C)cc(C)[nH]c2=O)cc1	-3	-3	3	1	-3	2	1	-1	14

The list continues:
SMILES	pPAFAH FP inh	GSTO1 inh	PAD4 FP inh	PME-1 primary	LYPLA2 inh	PAFAH1B2 inh	PAFAH1B3 FP inh	LYPLA1 inh	PREPL inhibitor
Cc1ccc(C)c(NC2=NC3(CCCCC3)N=C(N)N2)c1	-3	1	5	2	-10	1	-6	-2	-1
c1ccc(-c2cnnc(SCc3cn4cccnc4n3)n2)cc1	-3	7	1	5	6	2	3	0	19
CCOCCOC(=O)C1=C(C)NC(=O)NC1c1ccc2c(c1)OCO2 (stereo unspecified)	0	-7	-1	4	1	-1	5	-2	-7
CCC(=O)OC1CSc2nc3ccccc3n2C1 (stereo unspecified)	-1	1	0	-5	-6	0	7	-6	-8
CC(=O)c1cccc(N(CC(=O)Nc2ccc(S(=O)(=O)N3CCOCC3)cc2)S(C)(=O)=O)c1	4	0	2	2	2	3	2	-1	-3
Cc1ccc(Nc2cc(C)nc(N3CCOCC3)n2)c(C)c1	2	2	-1	-5	-4	6	10	1	20
Cc1c(C(=O)NCc2cccnc2)oc2ccc(S(=O)(=O)N3CCC4(CC3)OCCO4)cc12	1	7	-1	-2	-6	9	2	1	-1
Cc1ccc2c(c1)[C@H]1[C@H](CO2)[C@H](c2ccccc2)[C@]2(C)C(=O)N(Cc3ccccc3)CC(=O)N12	-1	.	-5	.	.	7	-2	.	2
COc1ccc(NC(=O)CSc2nnc(Cc3ccc(C)cc3)c(=O)n2N)cc1OC	0	27	0	1	8	6	6	-2	13
CC(C)(C)OC(=O)C[C@H]1C/C=C\C[C@H](CC(=O)N[C@@H](CO)Cc2ccccc2)C(=O)N[C@H](C(C)(C)C)COC1=O	3	.	-3	.	.	5	4	.	6
Cc1cc(C)c2cc(C#N)c(NCCNC(=S)NCCCN3CCOCC3)nc2c1	-2	10	-3	-2	2	6	9	-1	15
Fc1ccc(CNCc2ccccc2C(F)(F)F)cc1	-3	7	9	-2	7	-2	3	-2	8
COC(=O)c1ccccc1NC(=O)C1CCCO1 (stereo unspecified)	1	3	0	-6	1	3	5	-2	-2
COc1cccc2c1-c1c(O)cccc1C2=O	4	-1	3	3	2	6	15	3	7
CC(=O)c1ccc(N2CCN(C(=O)c3ccc4c(=O)n(-c5ccccc5)c(=O)[nH]c4c3)CC2)cc1	1	4	-2	2	7	1	8	1	8
